Bioassay records from PubChem BioAssay.
INS-1E ATP HTS = INS-1E beta cell protection from cytokine death; INS-1E cytokine-induced death, ATP luminescence, 48 h; normalised: neutral wells 0, positive control 100; protection from cytokine-induced ATP loss, % at 10 µM; 20,000 tested, 0.1% active;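 active = mean replicate protection from cytokine-induced ATP loss at least 50% and at least 75% of replicates each reaching 50%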
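assay system = INS-1E rat insulinoma cells | amount = 8000 cells per well | medium = phenol-red-free RPMI with 5% fetal bovine serum | doses = one compound concentration, pin transfer | timing = 48 h cytokine plus compound treatment, 10 min reagent incubation | also added = IL-1β, TNF-α and IFN-γ cytokine mix | signal = CellTiter-Glo luminescence measuring cellular ATP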
T cruzi intra = intracellular Trypanosoma cruzi inhibition. intracellular Trypanosoma cruzi in host cells, plate reader. 22,000 tested, 4.9% active. activity score (inhibition), % at 5.01 µM; in the data active = activity score above about 55%;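 also: parasites and compound incubated about four days before reading; 0% = median of neutral control wells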
An asterisk follows results filed as active; x = no result given.

no.	canonical_smiles	INS-1E ATP HTS	T cruzi intra
1	C[C@@H]1CN([C@@H](C)CO)C(=O)c2cc(NC(=O)Cn3cnnn3)ccc2O[C@@H]1CN(C)CC1CCCCC1	1.8	-14.3
2	C[C@H]1CN([C@@H](C)CO)C(=O)Cc2cc(NC(=O)Cn3cnnn3)ccc2O[C@@H]1CN(C)S(=O)(=O)c1ccccc1	-3.8	-11.9
3	Cc1noc(C)c1S(=O)(=O)N(C)C[C@@H]1Oc2ccc(NS(=O)(=O)c3ccccc3)cc2C(=O)N([C@@H](C)CO)C[C@@H]1C	-6.3	-43.3
4	C[C@@H]1CN([C@@H](C)CO)C(=O)Cc2cc(NS(=O)(=O)c3ccc(F)cc3)ccc2O[C@@H]1CN(C)Cc1ccc(C(=O)O)cc1	9.3	-33.8
5	CC(C)NC(=O)Nc1cccc2c1O[C@H](CN(C)CC1CC1)[C@@H](C)CN([C@H](C)CO)C2=O	7.9	-4.8
6	C[C@H]1CN([C@@H](C)CO)C(=O)c2cc(NS(=O)(=O)c3ccc(F)cc3)ccc2O[C@@H]1CN(C)S(=O)(=O)c1ccc(Cl)cc1	0.2	5.2
7	C[C@@H]1CN([C@@H](C)CO)C(=O)c2cccc(NC(=O)c3cnccn3)c2O[C@H]1CN(C)Cc1ccc(C(=O)O)cc1	6.3	2.4
8	Cc1ccc(S(=O)(=O)Nc2ccc3c(c2)C(=O)N([C@H](C)CO)C[C@@H](C)[C@@H](CN(C)Cc2ccc(C(=O)O)cc2)O3)cc1	2.9	-13.3

One compound at a time, from the list above. Screens in order: INS-1E ATP HTS, T cruzi intra
C[C@@H]1CN([C@@H](C)CO)C(=O)Cc2cc(NS(=O)(=O)c3ccc(F)cc3)ccc2O[C@@H]1CN(C)Cc1ccc(C(=O)O)cc1 is listed with 9.3, -33.8
C[C@H]1CN([C@@H](C)CO)C(=O)Cc2cc(NC(=O)Cn3cnnn3)ccc2O[C@@H]1CN(C)S(=O)(=O)c1ccccc1 is listed with -3.8, -11.9
C[C@H]1CN([C@@H](C)CO)C(=O)c2cc(NS(=O)(=O)c3ccc(F)cc3)ccc2O[C@@H]1CN(C)S(=O)(=O)c1ccc(Cl)cc1 is listed with 0.2, 5.2
C[C@@H]1CN([C@@H](C)CO)C(=O)c2cc(NC(=O)Cn3cnnn3)ccc2O[C@@H]1CN(C)CC1CCCCC1 is listed with 1.8, -14.3
Cc1ccc(S(=O)(=O)Nc2ccc3c(c2)C(=O)N([C@H](C)CO)C[C@@H](C)[C@@H](CN(C)Cc2ccc(C(=O)O)cc2)O3)cc1 is listed with 2.9, -13.3

(cont.)
no.	canonical_smiles	INS-1E ATP HTS	T cruzi intra
9	CC(C)NC(=O)Nc1ccc2c(c1)CC(=O)N([C@@H](C)CO)C[C@H](C)[C@@H](CN(C)CC1CC1)O2	6.9	-8.2
10	C[C@@H]1CN([C@H](C)CO)C(=O)Cc2cc(NS(=O)(=O)c3ccc(Cl)cc3)ccc2O[C@@H]1CN(C)Cc1ccc(C(=O)O)cc1	-12.0	12.4
11	CNC[C@@H]1OCCCC[C@@H](C)Oc2ccc(NC(=O)C3CCCCC3)cc2C(=O)N([C@H](C)CO)C[C@@H]1C	2.1	-2.9
12	Cc1noc(C)c1NC(=O)Nc1ccc2c(c1)C(=O)N([C@@H](C)CO)C[C@@H](C)[C@H](CN(C)S(=O)(=O)c1cccs1)O2	5.8	-12.3
13	C[C@@H]1CN([C@H](C)CO)C(=O)CCCn2nncc2CO[C@@H]1CN(C)S(=O)(=O)c1ccc(C#N)cc1	x	-6.7
14	COc1ccc(S(=O)(=O)Nc2cccc3c2O[C@@H](CN(C)S(=O)(=O)c2ccc(C)cc2)[C@@H](C)CN([C@@H](C)CO)C3=O)cc1	4.4	19.1
15	C[C@H]1CN([C@@H](C)CO)C(=O)CCCn2cc(nn2)CO[C@@H]1CN(C)Cc1ccc(C(F)(F)F)cc1	x	-16.3
16	COc1ccc(S(=O)(=O)Nc2cccc3c2O[C@H](CN(C)Cc2ccc(C(=O)Nc4ccccc4N)cc2)[C@H](C)CN([C@H](C)CO)C3=O)cc1	14.5	51.1
17	Cc1noc(C)c1S(=O)(=O)Nc1ccc2c(c1)C(=O)N([C@H](C)CO)C[C@H](C)[C@@H](CN(C)C(=O)Nc1ccc(F)cc1)O2	5.4	-10.4
18	C[C@H]1CN([C@@H](C)CO)C(=O)c2cc(NS(=O)(=O)c3cccs3)ccc2O[C@H]1CN(C)Cc1ccc(C(F)(F)F)cc1	x	39.1
19	C[C@@H]1CN([C@H](C)CO)C(=O)Cc2cc(NS(=O)(=O)c3ccccc3)ccc2O[C@H]1CN(C)Cc1ccc(C(=O)O)cc1	8.2	-6.0
20	C[C@@H]1CN([C@@H](C)CO)C(=O)c2cc(NC(=O)Cc3cn(C)c4ccccc34)ccc2O[C@@H]1CN(C)Cc1ccc(C(=O)O)cc1	3.1	0.2
21	C[C@H]1CN([C@@H](C)CO)C(=O)c2cccc(NC(=O)Nc3ccccc3)c2O[C@H]1CN(C)C(=O)NC1CCCCC1	11.8	-13.0
22	COc1ccc(S(=O)(=O)Nc2ccc3c(c2)C(=O)N([C@H](C)CO)C[C@H](C)[C@@H](CN(C)Cc2ccc4c(c2)OCO4)OCCCC[C@@H](C)O3)cc1	8.7	-15.5
23	CNC[C@@H]1Oc2ccc(NC(=O)Nc3ccc(F)cc3)cc2CC(=O)N([C@@H](C)CO)C[C@@H]1C	4.5	-18.7
24	C[C@@H]1CN([C@H](C)CO)C(=O)c2cc(NS(=O)(=O)c3cccs3)ccc2O[C@H]1CN(C)Cc1ccc(Cl)c(Cl)c1	x	0.4
25	C[C@@H]1CN([C@H](C)CO)C(=O)Cc2cc(NC(=O)Cc3ccccc3)ccc2O[C@H]1CN(C)Cc1ccc(C(=O)Nc2ccccc2N)cc1	-19.7	29.9
26	C[C@H]1CN([C@@H](C)CO)C(=O)c2cc(NS(=O)(=O)c3ccc(Cl)cc3)ccc2O[C@H]1CN(C)S(=O)(=O)c1ccc(F)cc1	-4.4	-9.1
27	C[C@@H]1CN([C@@H](C)CO)C(=O)CCCn2cc(nn2)CO[C@@H]1CN(C)C(=O)Nc1ccccc1C(F)(F)F	x	-13.1
28	Cc1noc(C)c1NC(=O)Nc1cccc2c1O[C@@H](CN(C)C(=O)Nc1c(C)noc1C)[C@@H](C)CN([C@H](C)CO)C2=O	8.0	3.4
29	C[C@H](CO)N1C[C@H](C)[C@@H](CN(C)C(=O)Nc2ccccc2)OCc2cnnn2CCCC1=O	x	-26.7
30	C[C@H]1CN([C@@H](C)CO)C(=O)Cc2cc(NS(=O)(=O)c3cn(C)cn3)ccc2O[C@H]1CN(C)S(C)(=O)=O	30.0	-48.3
31	C[C@H](CO)N1C[C@H](C)[C@H](CN(C)Cc2ccccc2)Oc2ccc(NC(=O)Nc3cccc4ccccc34)cc2CC1=O	-10.5	40.1
32	COc1ccc(S(=O)(=O)Nc2ccc3c(c2)C(=O)N([C@H](C)CO)C[C@H](C)[C@H](CN(C)S(=O)(=O)c2cn(C)cn2)OCCCC[C@@H](C)O3)cc1	4.9	-2.0
33	C[C@H]1CN([C@@H](C)CO)C(=O)Cc2cc(N(C)C)ccc2O[C@H]1CN(C)Cc1ccc(C(F)(F)F)cc1	0.6	51.7
34	C[C@H]1CN([C@@H](C)CO)C(=O)c2cc(NC(=O)Cc3cn(C)c4ccccc34)ccc2O[C@H]1CN(C)Cc1ccc(C(F)(F)F)cc1	x	42.8*
35	C[C@@H]1CN([C@H](C)CO)C(=O)c2cccc(NC(=O)c3ccncc3)c2O[C@H]1CN(C)C(=O)Nc1cccc2ccccc12	4.2	-16.1
36	COc1ccc(CN(C)C[C@@H]2Oc3ccc(NC(=O)Nc4ccc5c(c4)OCO5)cc3C(=O)N([C@H](C)CO)C[C@H]2C)cc1	2.7	-6.6
37	C[C@@H]1CN([C@@H](C)CO)C(=O)Cc2cc(NC(=O)Nc3ccccc3)ccc2O[C@@H]1CN(C)S(=O)(=O)c1cccs1	-2.7	-5.6
38	C[C@H](CO)N1C[C@H](C)[C@@H](CN(C)Cc2cccc(O)c2)OCc2cn(nn2)CCCC1=O	x	-8.3
39	COc1ccc(S(=O)(=O)Nc2ccc3c(c2)CC(=O)N([C@H](C)CO)C[C@@H](C)[C@@H](CN(C)S(=O)(=O)c2ccc(Cl)cc2)O3)cc1	13.6	60.0*
40	COc1ccc(NC(=O)Nc2ccc3c(c2)C(=O)N([C@H](C)CO)C[C@@H](C)[C@@H](CN(C)S(C)(=O)=O)O3)cc1	0.8	-16.7
41	C[C@H](CO)N1C[C@H](C)[C@H](CN(C)Cc2ccc(C(F)(F)F)cc2)Oc2ccc(NS(=O)(=O)c3ccc(Cl)cc3)cc2CC1=O	0.9	16.7
42	O=C(CCCCCCC(=O)Nc1ccccc1O)N/N=C/c1cc(Br)ccc1O	-11.1	35.5
43	C[C@H](CO)N1C[C@H](C)[C@@H](CN(C)Cc2ccc(Oc3ccccc3)cc2)Oc2c(NS(=O)(=O)c3cccs3)cccc2C1=O	-10.5	18.3
44	C[C@@H]1CN([C@@H](C)CO)C(=O)Cc2cc(NS(=O)(=O)c3cccs3)ccc2O[C@@H]1CN(C)Cc1ccc(Oc2ccccc2)cc1	-20.3	63.0*
45	C[C@@H]1CN([C@H](C)CO)C(=O)c2cccc(NC(=O)Nc3ccc(C(F)(F)F)cc3)c2O[C@@H]1CN(C)C(=O)Nc1ccc(C(F)(F)F)cc1	-111.6	74.7*
46	C[C@H]1CN([C@@H](C)CO)C(=O)Cc2cc(NC(=O)Cn3cnnn3)ccc2O[C@@H]1CN(C)Cc1ccc2c(c1)OCO2	8.1	15.9
47	C[C@@H]1CN([C@H](C)CO)C(=O)Cc2cc(NS(=O)(=O)c3cccs3)ccc2O[C@H]1CN(C)Cc1ccc(Cl)c(Cl)c1	3.8	38.2
48	C[C@H](CO)N1C[C@H](C)[C@H](CN(C)S(=O)(=O)c2ccccc2)Oc2ccc(NC(=O)Nc3ccc(F)cc3)cc2C1=O	2.7	-5.3
49	COc1ccc(NC(=O)Nc2ccc3c(c2)C(=O)N([C@H](C)CO)C[C@@H](C)[C@@H](CN(C)S(=O)(=O)c2ccc(Cl)cc2)O3)cc1	-8.7	13.4
50	COc1ccc(-c2cnc3c(c2)C(=O)N([C@H](C)CO)C[C@H](C)[C@H](CN(C)Cc2ccccc2)O3)cc1	x	5.2
51	C[C@@H]1CN([C@@H](C)CO)C(=O)c2cccc(NC(=O)c3ccc(-c4nccs4)cc3)c2O[C@H]1CN(C)Cc1ccc(Cl)c(Cl)c1	-50.2	85.3*
52	C[C@@H]1CN([C@H](C)CO)C(=O)Cc2cc(NC(=O)Cn3cnnn3)ccc2O[C@H]1CN(C)Cc1ccc(C(=O)O)cc1	1.9	0.5
53	C[C@@H]1CN([C@@H](C)CO)C(=O)c2cc(NS(=O)(=O)c3ccc(Cl)cc3)ccc2O[C@@H]1CN(C)C	-0.1	11.7
54	C[C@@H]1CN([C@H](C)CO)C(=O)c2cc(NC(=O)C3CCCCC3)ccc2O[C@H]1CN(C)Cc1ccc(Oc2ccccc2)cc1	-33.8	-5.5
55	C[C@@H]1CN([C@H](C)CO)C(=O)Cc2cc(NC(=O)c3ccncc3)ccc2O[C@@H]1CN(C)Cc1ccc2c(c1)OCO2	-1.5	-15.0
56	COc1ccc(NC(=O)N(C)C[C@@H]2Oc3ccc(NC(=O)Nc4ccc(F)cc4)cc3C(=O)N([C@@H](C)CO)C[C@@H]2C)cc1	-6.2	-46.6
57	Cc1ccc(S(=O)(=O)Nc2ccc3c(c2)CC(=O)N([C@@H](C)CO)C[C@H](C)[C@H](CN(C)CC2CC2)O3)cc1	3.9	23.6
58	C[C@@H]1CN([C@H](C)CO)C(=O)c2cc(NS(=O)(=O)c3ccc(F)cc3)ccc2O[C@@H]1CN(C)S(=O)(=O)c1ccccc1	10.0	8.2
59	C[C@H](CO)N1C[C@H](C)[C@@H](CN(C)C(=O)NC2CCCCC2)Oc2c(NS(=O)(=O)c3ccc(Cl)cc3)cccc2C1=O	4.3	4.2
60	Cc1noc(C)c1NC(=O)N(C)C[C@H]1Oc2ccc(NS(=O)(=O)c3cccs3)cc2C(=O)N([C@@H](C)CO)C[C@@H]1C	5.5	-9.0
61	C[C@@H]1CN([C@H](C)CO)C(=O)c2cc(NS(C)(=O)=O)ccc2O[C@@H]1CN(C)Cc1ccc(-c2ccccc2)cc1	0.2	-1.1
62	C[C@H](CO)N1C[C@H](C)[C@@H](CN(C)C(=O)Nc2ccccc2)Oc2ccc(NC(=O)Nc3ccccc3)cc2C1=O	2.9	-12.0
63	C[C@@H]1CCCCO[C@@H](CN(C)C(=O)Nc2ccccc2)[C@@H](C)CN([C@H](C)CO)C(=O)c2cc(NS(=O)(=O)c3ccccc3)ccc2O1	8.2	2.8
64	Cc1cc(C(=O)Nc2cccc3c2O[C@H](CN(C)Cc2ccncc2)[C@@H](C)CN([C@@H](C)CO)C3=O)n(C)n1	7.8	-7.0
65	C[C@@H]1CN([C@H](C)CO)C(=O)c2cc(NS(=O)(=O)c3ccccc3)ccc2O[C@@H]1CN(C)C(=O)Nc1ccccc1	2.6	-4.1
66	C[C@@H]1CN([C@@H](C)CO)C(=O)c2cc(NC(=O)Nc3ccc(F)cc3)ccc2O[C@@H]1CN(C)Cc1ccncc1	x	4.8
67	COc1ccc(S(=O)(=O)N(C)C[C@@H]2OCCCC[C@@H](C)Oc3ccc(NC(=O)Nc4ccc5c(c4)OCO5)cc3C(=O)N([C@H](C)CO)C[C@@H]2C)cc1	12.5	3.3
